# MITF TRPM1 inh = MITF TRPM1 promoter inhibition in SK-MEL-5 cells; inhibition, % at 12.5 µM; SK-MEL-5 TRPM1 promoter luciferase, 24 h; 0.83% of 330,000 active; AID 488899;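 active means mean inhibition across replicates of 60% or more, whatever share of single replicates reaches that level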; further: values of inactives mirror those of a sister screen read the other way
# PDI inh = blocks human protein disulfide isomerase activity | P07237 | PDI insulin aggregation turbidity, A650, 90 min | inhibition, % at 10 µM | 0.052% of 350,000 active | AID 588391;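 active means mean inhibition across replicates of 30% or more, whatever share of single replicates reach that level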;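 further: absorbance from insulin aggregation driven by PDI reduction with DTT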
# Target sequence (P07237 whole entry, looked up): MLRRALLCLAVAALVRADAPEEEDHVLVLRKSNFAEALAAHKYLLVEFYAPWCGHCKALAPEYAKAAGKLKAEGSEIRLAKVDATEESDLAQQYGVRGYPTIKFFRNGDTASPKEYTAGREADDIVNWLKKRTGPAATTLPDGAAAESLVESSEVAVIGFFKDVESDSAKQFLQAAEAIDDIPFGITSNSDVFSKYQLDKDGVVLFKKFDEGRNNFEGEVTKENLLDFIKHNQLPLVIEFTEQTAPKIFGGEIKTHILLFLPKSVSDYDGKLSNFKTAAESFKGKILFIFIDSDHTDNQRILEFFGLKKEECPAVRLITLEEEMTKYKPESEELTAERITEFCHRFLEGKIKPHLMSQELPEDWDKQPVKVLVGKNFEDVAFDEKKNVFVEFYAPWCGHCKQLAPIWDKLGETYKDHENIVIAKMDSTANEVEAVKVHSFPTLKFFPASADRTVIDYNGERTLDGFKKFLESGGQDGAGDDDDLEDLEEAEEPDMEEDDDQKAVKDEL
# Peg3 promoter = inhibitors of Peg3 promoter | HeLa PEG-Prom luciferase reporter, luminescence, overnight | inhibition, % at 20 µM | 1.7% of 360,000 active | AID 588405;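 active means inhibition of at least 50% at 20 µM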
# H9c2 protect = myocardial damage modulation in H9c2 cells; 0.63% of 360,000 active; protection from H2O2 cell death, % at 20 µM; H9c2 cardiomyocytes, H2O2 injury protection, ATPLite, 2 h;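 active means compounds giving at least 50% protection of heart cells from peroxide-induced death in the single-dose screen, raw or plate-pattern-corrected value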;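 further: 0% = DMSO wells with peroxide and 100% = DMSO wells without peroxide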
# HTR2A ag = activates the mouse 5-HT2A serotonin receptor | CHO-K1 mHTR2A beta-arrestin complementation, luminescence; percent of 30 µM serotonin response | 0.66% of 360,000 active | activation, % at 7.6 µM | AID 624169;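 active means activation above a run cutoff, the mean activation of all tested compounds plus 3 SD, cut at about 14% in these data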;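 further: 0% = plate median of compound wells and 100% = 30 µM serotonin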
# Target sequence (P35363 whole entry, looked up): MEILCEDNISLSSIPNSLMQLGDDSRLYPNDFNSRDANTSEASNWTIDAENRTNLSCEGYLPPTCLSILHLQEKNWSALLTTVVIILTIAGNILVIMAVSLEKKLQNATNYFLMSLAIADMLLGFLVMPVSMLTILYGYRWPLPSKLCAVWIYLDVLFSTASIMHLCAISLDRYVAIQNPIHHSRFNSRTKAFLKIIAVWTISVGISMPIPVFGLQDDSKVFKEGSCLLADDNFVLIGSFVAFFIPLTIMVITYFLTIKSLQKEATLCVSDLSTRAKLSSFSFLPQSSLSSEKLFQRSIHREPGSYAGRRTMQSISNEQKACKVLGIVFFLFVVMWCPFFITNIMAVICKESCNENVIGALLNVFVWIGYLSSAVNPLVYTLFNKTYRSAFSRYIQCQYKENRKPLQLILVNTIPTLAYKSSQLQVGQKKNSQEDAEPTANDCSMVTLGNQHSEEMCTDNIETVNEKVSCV
# NR2E3 ag-1 = NR2E3 (human) agonism; Q9Y5X4; GST-NR2E3/biotin-RetCOR TR-FRET, 1536-well; inhibition of corepressor binding, % at 4.78 µM; 0.12% of 320,000 active; AID 2300;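 active means percent inhibition above the cutoff of mean plus 3 SD of all tested compounds, set per screening campaign, cut at about 20% in these data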;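 further: 0% = DMSO wells and 100% = biotin wells as full block of FRET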
#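 Material: NR2E3–RetCOR corepressor complex / Incubation: Compound–protein incubation for 5 h at 4 °C / Dosing: compound at 4.8 µM, single dose / Detection: time-resolved FRET / Benchmarks: high control biotin, low control 0.6% DMSO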
# HIF-2a block = HIF-2a inhibition; 0.72% of 360,000 active; inhibition, % at 18.8 µM; 786-0 RCC cells HIF-2a reporter, luciferase luminescence, overnight;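 active means inhibition of the luminescence signal of 40% or more relative to plate controls, in a single-dose primary screen at 18.75 µM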
# NR2E3 ag-2 = activates human NR2E3 receptor; Q9Y5X4; CHO-S Gal4-NCOR/VP16-NR2E3 two-hybrid, luciferase; inhibition of corepressor binding, % at 3.98 µM; 0.35% of 360,000 active; AID 602229;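 active means inhibition above the mean of all tested compounds plus 3 SD, cut at about 70% in these data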;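 further: 0% = DMSO with NR2E3 transfected cells and 100% = cells lacking NR2E3 construct; higher means lower luciferase signal from less NR2E3 corepressor binding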
# CaV13 ICDI inh = Disruptors of the CACNA1D IQ motif to Ca2+-dependent inactivation inhibitor domain association, primary screening, Förster resonance energy transfer in intact living …; AID 743397; inhibition, % at 12.3 µM; 0.098% of 340,000 active; HEK cells, CFP/YFP FRET ICDI-IQ, plate reader, 10 min; percent FRET-ratio fall versus neutral wells;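 active means mean replicate inhibition of at least 30% and at least 1% of replicates passing that level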;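 further: 0% = median of the neutral control wells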
# Shn3 inh set2 = reduces Shn3 3'UTR luciferase signal in osteoblasts; Clone20 osteoblast Shn3 3'UTR firefly luciferase, 24 h; inhibition, % at 12.5 µM; 0.52% of 360,000 active; AID 588674;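 active means mean inhibition of at least 75% with every replicate also reaching 75%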;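 further: 0% = median of neutral control wells and 100% = pilot-screen positive control compound; some compounds past the cut are filed as inactive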
# iPSC survival up = enhancers of human iPSC single-cell survival. hiPSC single-cell survival, ATPlite luminescence; 100% = ROCK inhibitor wells, 0% = DMSO. survival enhancement, % at 20 µM. 0.044% of 360,000 active; in the data active means survival enhancement above about 18%;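 further: cells exposed to compounds for 16 hours before the ATP read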
# * marks the source's active call; other numbers are inactive results; . = no result given.
SMILES,MITF TRPM1 inh,PDI inh,Peg3 promoter,H9c2 protect,HTR2A ag,NR2E3 ag-1,HIF-2a block,NR2E3 ag-2,CaV13 ICDI inh,Shn3 inh set2,iPSC survival up
Cc1nnc(NC(=O)C2CCN(C(=O)c3ccco3)CC2)s1,7.5,-13.1,-7.5,0.9,4.5,4.6,-0.4,-3.4,-6.4,-2.3,-0.1
O=C(Cc1ccc([N+](=O)[O-])cc1)N1N=C(c2ccncc2)CC1(O)C(F)(F)F (stereo not given),1.4,1.4,13.4,-1.5,-1.7,3.5,29.1,1.7,-6.9,13.3,0.1
O=C(Nc1nnc(-c2ccccn2)o1)c1cccc(Br)c1,6.6,5.8,-7.4,15.0,-4.1,-3.0,-23.3,-3.6,-4.2,-7.3,0.7
CC(C)(C)NC(=O)CN(C(=O)C(=O)Nc1ccc2c(c1)OCCO2)N1CCOCC1,3.9,11.2,14.0,-2.7,-2.8,-2.1,13.0,-10.7,-7.2,2.2,-0.4
COc1cc(/C=C/c2ccc3cccc(O)c3n2)cc(Cl)c1OC,15.1,-6.7,-44.5,33.7,-6.1,0.7,-313.8,-171.2,-4.2,38.6,0.1
COc1ccc(-c2cc(C(F)F)n3ncc(C(=O)n4ccnc4C)c3n2)cc1,26.1,3.4,54.6*,-2.2,2.6,1.5,31.2,16.4,-6.5,19.5,-1.3
COC(=O)c1cccc(-n2c(C)cc(C=O)c2C)c1C,-14.2,17.6,-63.8,0.2,0.2,-2.1,-73.4,-71.6,-19.9,-29.9,-0.1
COc1ccccc1N(CC(=O)Nc1ccccc1)S(=O)(=O)c1cccs1,-18.7,-3.7,-38.7,13.5,9.0,-1.0,-48.8,-40.9,-4.6,-28.4,-0.4
Cc1ccnc(SC2CC(=O)N(c3ccc(F)cc3)C2=O)n1 (stereo not given),-10.1,3.2,-0.8,1.0,1.2,4.3,15.4,31.5,-19.9,3.7,0.1
Cn1c(NCCO)nc2c1c(=O)n(Cc1ccc(F)cc1)c(=O)n2C,-3.8,4.1,5.8,11.9,0.8,0.9,16.1,-2.8,-1.4,6.7,-0.3
Cc1ccc(S(=O)(=O)NC(=O)C2(C)CCN2C(=O)Cc2ccc(-c3ccccc3)cc2)nc1 (stereo not given),.,-7.4,4.5,-0.1,-1.2,.,18.3,-0.7,-6.0,-1.0,2.1
COC(=O)c1ccc2[nH]c([C@H](C)O)c([C@H](C)O)c2c1,-0.9,-7.4,4.7,18.9,-1.5,0.6,-0.6,-38.5,-11.4,-19.5,-1.2
N#CCc1nn(-c2ccc(Cl)cc2)c(N)c1C#N,1.9,-26.0,-0.6,0.4,-0.4,-0.4,2.0,-11.7,-4.2,-6.2,2.6
O=C(Nc1ccc2ccccc2c1)c1ccccc1O,-5.1,-7.2,-74.4,-14.2,3.5,1.9,-48.9,-181.0,-2.7,-13.2,-0.8
Cc1cc(=O)oc2c(C(=O)/C=C/c3ccccc3)c(O)ccc12,26.1,0.8,20.9,-3.7,-1.7,0.5,8.1,-35.4,.,-37.7,1.5
CCC(C(=O)NCc1ccco1)n1nc(C)c2c(C)n(-c3ccc(C)cc3)nc2c1=O (stereo not given),11.9,1.4,15.6,-2.7,4.1,0.0,12.9,-12.5,-4.0,9.7,1.4
Fc1ccc2cnc(-c3ccccc3)cc2c1,-65.6,-2.5,-321.4,-13.5,-1.9,.,-299.3,-41.3,-3.0,-156.6,-1.5
CC1(C)CC(=O)C=C(Nc2cccc(F)c2)C1,10.2,4.2,0.0,-1.3,4.1,1.2,17.2,-9.0,-2.7,-10.1,-0.2
CCc1ccc(N2Cc3ccccc3C2)cc1,-87.1,-9.8,-282.2,-15.3,3.8,-0.7,-251.7,-115.9,-2.1,-102.9,-0.8
NC(N)=N/N=C/c1ccc(OCc2ccccc2Cl)cc1,40.8,3.1,102.8*,-26.1,-6.2,2.6,93.0*,-23.4,-8.9,2.2,-5.5
CCC1Cc2c(nc(N)c3c(N)nc(N4CCCCC4)c(C#N)c23)O1 (stereo not given),-10.0,-3.4,-18.1,2.1,2.9,-0.9,-56.5,-11.8,-3.5,9.1,0.2
O=c1c(-c2ccccc2)c(O)c2c(n1-c1ccccc1)CCCC2,-3.5,-5.4,4.7,-0.7,-0.2,-0.3,9.6,3.9,-8.8,6.8,1.0
O=C(Nc1ccc(NC(=S)NC(=O)C(c2ccccc2)c2ccccc2)cc1)c1ccccc1,16.7,4.3,17.9,-8.6,-4.0,-2.4,23.1,-1.8,-0.9,41.5,0.3
Cc1cc(C)c(S(=O)(=O)N2CCCOC2CNC(=O)C(=O)NCCC2=CCCCC2)c(C)c1 (stereo not given),-11.9,-9.6,12.1,-0.1,-1.0,1.8,13.4,6.7,-4.7,9.8,-1.0
Cc1c(C(=O)O)sc2nc(/C=C/c3cccc(O)c3)[nH]c(=O)c12,12.2,2.6,2.6,-0.6,-2.3,-0.4,22.3,-30.2,-2.9,-14.5,-0.4

# A second format for three compounds above.
molecule	MITF TRPM1 inh	PDI inh	Peg3 promoter	H9c2 protect	HTR2A ag	NR2E3 ag-1	HIF-2a block	NR2E3 ag-2	CaV13 ICDI inh	Shn3 inh set2	iPSC survival up
O=C(Nc1ccc(NC(=S)NC(=O)C(c2ccccc2)c2ccccc2)cc1)c1ccccc1	16.7	4.3	17.9	-8.6	-4.0	-2.4	23.1	-1.8	-0.9	41.5	0.3
CC1(C)CC(=O)C=C(Nc2cccc(F)c2)C1	10.2	4.2	0.0	-1.3	4.1	1.2	17.2	-9.0	-2.7	-10.1	-0.2
NC(N)=N/N=C/c1ccc(OCc2ccccc2Cl)cc1	40.8	3.1	102.8*	-26.1	-6.2	2.6	93.0*	-23.4	-8.9	2.2	-5.5

# (further entries)
SMILES,MITF TRPM1 inh,PDI inh,Peg3 promoter,H9c2 protect,HTR2A ag,NR2E3 ag-1,HIF-2a block,NR2E3 ag-2,CaV13 ICDI inh,Shn3 inh set2,iPSC survival up
COc1ccccc1N(CC(O)CN(c1ccccc1)S(C)(=O)=O)S(=O)(=O)c1ccccc1 (stereo not given),1.1,7.3,6.6,-7.7,-2.1,-3.6,10.4,5.5,-13.5,7.4,3.0
Cc1c(Cl)c([N+](=O)[O-])nn1CCCC(=O)Nc1c(Cl)cccc1Cl,-3.2,3.3,6.1,3.4,-1.1,-1.4,18.6,-6.7,-2.7,7.3,-0.9
CC(=O)C(C)Oc1ccc2c3c(c(=O)oc2c1)CCCC3 (stereo not given),-38.2,1.0,-122.5,0.5,-2.0,2.4,-128.5,-69.8,-4.2,6.0,-2.4
O=C(Cn1nc(Cl)nc1Cl)c1ccc(F)cc1,-26.1,9.5,-3.2,4.4,-3.7,1.6,6.4,3.0,-5.0,-1.3,-0.5
Cc1cc(Cl)ccc1OCC(=O)OCC(=O)Nc1ccc(Cl)cn1,.,7.9,3.1,-2.5,-5.2,.,15.8,-14.2,-7.2,-17.0,-2.9
CCOC(=O)C1CCN(C(=O)C2CCN(S(=O)(=O)c3cc(Cl)ccc3Cl)CC2)CC1,13.3,-8.6,23.3,-3.6,-0.3,0.0,8.4,-1.2,-8.6,15.3,-0.5
COc1cccc(C2c3[nH]c4ccccc4c3C[C@H]3C(=O)N(CCCO)CC(=O)N23)c1OC (stereo not given in full),10.9,-7.4,-5.6,6.4,-1.9,1.0,13.4,-16.8,-3.4,1.4,0.8
CCOC(=O)C1=C[C@@H](C(C)(C)C)N(S(=O)(=O)c2ccc(C)cc2)[C@H]1c1ccc(Cl)c(Cl)c1,.,.,8.8,-5.5,6.5,.,10.9,4.9,-5.2,-2.6,-1.4
C=CCN(CC=C)C(=O)C1CC(=O)N(c2ccc(Br)cc2)C1 (stereo not given),-6.8,-5.4,-3.1,-2.7,-4.4,1.0,8.1,10.5,-1.7,-6.9,0.0
COC(=O)c1c(-c2snnc2C)n[nH]c1C,-9.8,7.7,4.8,6.9,0.9,-0.9,10.6,2.8,-4.1,5.9,-0.4
Cc1ccc(C(O)c2ncc(-c3ccc4ccccc4c3)[nH]2)c(C)c1 (stereo not given),.,-6.1,1.9,-12.3,1.6,.,-46.9,-20.6,-5.9,-14.7,3.6
O=C(NCCN1CCCCC1)Nc1ccccc1Cl,-2.0,-5.5,5.2,3.7,-6.8,4.3,15.2,-10.1,-3.3,3.9,0.3
C[C@H](O)[C@@H]1C(=O)N2CCc3c([nH]c4ccccc34)[C@@H]2C[C@@H]1N(C)C(=O)c1ccco1,.,.,-30.3,2.3,-2.2,.,-21.2,-26.3,-8.6,-4.5,-0.6
CN1CCN(CC(=O)c2ccccc2F)CC1,13.6,-2.1,10.6,11.1,-1.9,-1.6,14.8,4.1,-3.7,-8.1,-0.3
Cc1oc(-c2ccccc2Cl)nc1CS(=O)CC(=O)NCCc1ccccc1 (stereo not given),-11.3,4.4,-18.8,2.6,1.2,0.4,-19.1,15.1,-5.1,-28.6,-0.3
Nc1ncnc2nc(SCC(=O)Nc3ccccc3F)[nH]c12,3.5,0.2,-4.7,2.3,0.6,8.5,8.3,-21.2,-2.1,8.3,0.0
S=c1nc2ccccc2c2nc(-c3ccccc3Br)[nH]n12,13.1,-3.2,-47.9,0.3,9.5,6.8,-92.3,78.3*,-17.4,-12.1,-0.5
COC(=O)N/N=C/c1cccnc1,0.6,0.6,7.2,4.7,3.2,5.4,11.6,11.3,-4.9,4.4,-1.6
COc1ccc(C(=O)N/N=C(\C)Cn2cnc([N+](=O)[O-])n2)cc1,-3.1,-2.1,-11.7,-0.4,-5.1,0.6,0.8,-32.5,-2.4,-51.9,-0.8

# Structures shown so far containing two or more sulfur atoms (2):
SMILES,MITF TRPM1 inh,PDI inh,Peg3 promoter,H9c2 protect,HTR2A ag,NR2E3 ag-1,HIF-2a block,NR2E3 ag-2,CaV13 ICDI inh,Shn3 inh set2,iPSC survival up
COc1ccccc1N(CC(=O)Nc1ccccc1)S(=O)(=O)c1cccs1,-18.7,-3.7,-38.7,13.5,9.0,-1.0,-48.8,-40.9,-4.6,-28.4,-0.4
COc1ccccc1N(CC(O)CN(c1ccccc1)S(C)(=O)=O)S(=O)(=O)c1ccccc1 (stereo not given),1.1,7.3,6.6,-7.7,-2.1,-3.6,10.4,5.5,-13.5,7.4,3.0

# From PubChem
